Bcl-W Bim block – disrupts Bim peptide binding to human Bcl-W. Q92843. AID 952. inhibition, % at 10 µM. 190,000 tested, 0.02% active. bead-based flow cytometry;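 note: 0% = bound tracer without compound and 100% = peptide blocker; higher means less fluorescent Bim peptide bound to Bcl-W beads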
Target sequence (Q92843 whole entry, looked up): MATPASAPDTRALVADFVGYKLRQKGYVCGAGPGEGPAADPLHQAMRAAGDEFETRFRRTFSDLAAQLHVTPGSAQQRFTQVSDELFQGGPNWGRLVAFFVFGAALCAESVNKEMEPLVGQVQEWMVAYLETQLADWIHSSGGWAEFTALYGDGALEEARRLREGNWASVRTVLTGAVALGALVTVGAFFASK
Bim-Bcl-B – human Bim-Bcl-B interaction inhibition. inhibition, % at 10 µM. 190,000 tested, 0.073% active. bead-based flow cytometry, Bim peptide-Bcl-B binding. AID 951;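 note: 0% = tracer peptide without compound and 100% = reference inhibitor peptide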
Target sequence (Q9HD36 whole entry, looked up): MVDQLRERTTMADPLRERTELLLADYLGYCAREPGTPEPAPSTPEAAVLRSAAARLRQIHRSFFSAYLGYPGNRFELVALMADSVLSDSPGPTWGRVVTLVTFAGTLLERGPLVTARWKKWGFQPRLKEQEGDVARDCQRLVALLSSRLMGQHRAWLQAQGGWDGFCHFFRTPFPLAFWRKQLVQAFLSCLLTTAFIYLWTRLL
ABCB1 inh – blocks JC-1 efflux by human ABCB1 transporter | AID 1326 | 190,000 tested, 0.067% active | inhibition, % at 6.6 µM | P08183 | CCRF-Adr cells, flow cytometry; in the data active = inhibition above about 40%;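 note: 0% = vehicle and 100% = reference inhibitor; higher value means more JC-1 retained so stronger ABCB1 efflux block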
ABCG2 inh – blocks JC-1 efflux by human ABCG2 transporter; Q9UNQ0; IgMXP3 cells, flow cytometry; inhibition, % at 6.6 µM; 190,000 tested, 0.1% active; AID 1325;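 active = inhibition above 80%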;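 note: 0% = DMSO and 100% = nicardipine control wells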
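Test system: IgMXP3 cells (ABCG2) mixed with DDAO far-red-labelled CCRF-Adr cells (ABCB1). Reagent: JC-1 transporter substrate. Compound dosing: single test compound dose, 6.6 µM final. Times: 10 min compound exposure, 25 °C. Detection: flow cytometry of retained JC-1 fluorescence. Read-out basis: efflux inhibition in percent versus controls. Controls: nicardipine and DMSO wells.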
GSH fluor – GSH bead compound fluorescence profile; GSH beads flow cytometry, compound fluorescence 488/530 nm; hits give high values; 190,000 tested, 0.25% active; AID 1776; fluorescence (KMESF) at 10 µM; in the data active = fluorescence above about 89;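 note: glutathione beads carrying GST-tagged Bcl family fusion proteins plus one bare bead set; values are compound well signal with DMSO vehicle wells as background; inactives centre near 16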
Bim-Bcl-XL – inhibitors of Bim-Bcl-XL interaction, human; Q07817; Bim peptide-Bcl-XL binding, bead flow cytometry, fluorescence; inhibition, % at 10 µM; 190,000 tested, 0.04% active; AID 1007
Target sequence (Q07817 whole entry, looked up): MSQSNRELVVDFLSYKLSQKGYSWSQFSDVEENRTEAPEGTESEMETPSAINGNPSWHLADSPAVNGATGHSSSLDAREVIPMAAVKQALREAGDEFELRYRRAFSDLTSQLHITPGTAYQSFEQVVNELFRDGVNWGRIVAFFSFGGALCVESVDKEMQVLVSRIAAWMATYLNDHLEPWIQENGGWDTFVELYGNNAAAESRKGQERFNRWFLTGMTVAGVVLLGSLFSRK
Bfl-1 Bim block – inhibitors of Bim-Bfl-1 interaction, human; Q16548; AID 1008; 190,000 tested, 0.12% active; inhibition, % at 10 µM; Bead-based flow cytometry, Bim-Bfl-1 binding inhibition;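 note: 0% = wells without compound plus tracer and 100% = blocker peptide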
Avidin fluor – avidin bead compound fluorescence profile; Avidin beads, compound fluorescence 488/530 nm, flow cytometry; hits give high values; fluorescence (KMESF) at 10 µM; 220,000 tested, 0.38% active; in the data active = fluorescence above about 47; note: inactives centre near 10
RGS4-Gao reg – modulates binding of RGS4 to human Galphao. P09471. Multiplexed bead flow cytometry; actives lie on both sides. binding response (% of control), % at 10 µM. 220,000 tested, 0.33% active. AID 1415; in the data active = binding response below about 49% or above about 150%; inactive = in between;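 note: fluorescent Galphao activated with aluminum fluoride binding bead-coupled RGS4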
Target sequence (P09471 whole entry, looked up): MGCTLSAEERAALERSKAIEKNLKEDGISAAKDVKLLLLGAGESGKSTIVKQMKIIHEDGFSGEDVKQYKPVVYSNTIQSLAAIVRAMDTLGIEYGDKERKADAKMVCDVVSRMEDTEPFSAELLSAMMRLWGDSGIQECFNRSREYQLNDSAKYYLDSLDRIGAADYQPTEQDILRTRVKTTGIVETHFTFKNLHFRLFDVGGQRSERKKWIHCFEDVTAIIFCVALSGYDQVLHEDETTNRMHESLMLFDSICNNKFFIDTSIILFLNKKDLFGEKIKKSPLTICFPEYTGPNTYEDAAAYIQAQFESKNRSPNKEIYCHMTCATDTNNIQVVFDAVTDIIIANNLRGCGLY
RGS7-Gao reg – modulates binding of RGS7 to human Galphao; Multiplexed bead flow cytometry; actives lie on both sides; binding response (% of control), % at 10 µM; AID 1439; 220,000 tested, 0.35% active; P09471; in the data active = binding response below about 49% or above about 150%; inconclusive = no clear call, values can overlap the other calls; inactive = in between;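 note: fluorescent Galphao held in activated GDP-AlF4 state binding bead-coupled RGS7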
Bcl-2 Bim block – inhibitors of Bim-Bcl-2 interaction, human | inhibition, % at 10 µM | Bead-based flow cytometry, Bim peptide-Bcl-2 binding | P10415 | 190,000 tested, 0.06% active; in the data active = inhibition above about 40%; inconclusive = no clear call, values can overlap the other calls;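 note: 0% = no compound wells with probe peptide and 100% = reference peptide inhibitor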
* hit, by the source's call; ? = inconclusive; . = no result given. Cut-off read from the data, not from the text of the source, unless noted: active = inhibition above about 40%.

SMILES	Bcl-W Bim block	Bim-Bcl-B	ABCB1 inh	ABCG2 inh	GSH fluor	Bim-Bcl-XL	Bfl-1 Bim block	Avidin fluor	RGS4-Gao reg	RGS7-Gao reg	Bcl-2 Bim block
O=C(CNC1CCCCC1)N1CCC2(CC1)OCCO2	0	-3	0.5	1	56	-2	-5	8	106	100	-1
CN1CCc2nc3sc(C(=O)NC4CC4)c(N)c3cc2C1	0	-3	0.4	6	18	-1	2	10	102	?	1
NC1=NC(=O)C(c2ccccc2)O1 (stereo unspecified)	-2	-1	.	1	69	-1	0	8	100	104	-4
O=C(c1cc(-c2ccc(Cl)cc2)n(-c2ccc(Cl)cc2Cl)n1)N1CCOCC1	-1	-4	0.0	-1	18	-1	-3	9	102	104	-1
CCOC(=O)c1c(N)n(Cc2ccc(OC)cc2)c2nc3ccccc3nc12	0	-1	4.8	7	15	2	-2	9	98	100	-2
CCOc1ccc(N2C(=O)NC(=O)/C(=C\c3ccc(N4CCOCC4)cc3C)C2=O)cc1	0	4	-3.1	-6	16	0	1	10	99	100	-2
O=C1NC(=O)N(c2ccc3c(c2)OCO3)C(=O)/C1=C/c1ccc(N2CCCCC2)o1	-2	-3	0.7	9	23	-5	-3	21	98	101	-2
COc1cc(Br)cc(CN2CCN(C)CC2)c1O	2	-5	0.8	2	10	0	-8	25	103	104	-3
CC12CN3CC(C)(CN(C1)C3c1cccs1)C2O (stereo unspecified)	0	-10	0.4	1	21	-6	-6	17	102	95	-10
CN1C(=O)C(=Cc2c(OCc3cnc(Cl)s3)ccc3ccccc23)C(=O)N(C)C1=O	0	-1	-0.5	-2	16	0	-5	7	96	97	0
COc1ccc(CCN(C)Cc2ccc(F)cc2F)cc1OC	-2	0	0.4	1	7	3	-2	7	100	100	2
CCc1ccc(N2C(=O)NC(=O)C(CCc3ccncc3)(CCc3ccncc3)C2=O)cc1	0	-10	0.0	0	13	-6	-9	13	99	100	-21
Fc1ccc(CCNCc2ccc(Br)cc2)cc1	.	.	0.5	1	21	.	.	2	84	93	?
CC1(C)C2CC=C(CN3CCC(O)CC3)C1C2 (stereo unspecified)	0	-9	0.5	2	31	-6	-15	14	100	100	-6
CC(=O)c1ccc(OC(NC(=O)c2ccco2)C(Cl)(Cl)Cl)cc1 (stereo unspecified)	-2	-1	-0.1	0	10	-2	0	38	95	96	0
Cc1cccc(-n2c(C)nc3cc(C(=O)N4CCC5(CC4)OCCO5)ccc32)c1	-2	-8	2.3	23	22	-3	-22	24	101	100	-9
CCCCn1c(O)c(C(C)=Nc2ccc(OCC)cc2)c(=O)[nH]c1=O	1	-4	0.5	3	34	-7	-12	10	102	100	-9
CC(C)c1ccc(C2N3CCCN23)cc1 (stereo unspecified)	-3	-5	0.0	2	10	-3	0	3	99	99	0
N#Cc1ccc(Cn2cc(C(=O)c3ccco3)c3ccccc32)cc1	0	-1	2.2	4	24	-2	-4	11	100	100	0
Cc1cc(C)cc(-n2c(O)c(C=Nc3ccc(N4CCOCC4)cc3)c(=O)[nH]c2=S)c1	0	-5	0.7	3	9	-3	0	13	103	101	3
Cc1nn(Cc2ccccc2Cl)c(C)c1C(=O)OCC(=O)NC1CCS(=O)(=O)C1 (stereo unspecified)	-7	-9	0.2	1	8	-12	-2	4	103	99	-5
CCN(CC)P(c1n(C)cc[n+]1C)N(CC)CC	0	-4	1.6	13	15	-2	-1	10	99	?	0
COc1ccc(CC[n+]2cc(/N=C(\C)[O-])on2)cc1OC	-5	-11	0.2	6	24	-12	-25	30	99	98	-14
O=C1CCCN1C(=O)c1cncc(Br)c1	4	2	0.7	8	23	3	2	17	102	104	3
Clc1cccc(N2CCNCC2)c1Cl	0	-6	0.0	-2	16	-3	-1	8	100	105	3
c1ccc(-c2ccc(-c3n(-c4ccccn4)c4ccccc4[n+]3-c3ccccn3)cc2)cc1	1	2	2.0	10	14	0	0	12	100	97	-2
O=c1[nH]c(=O)n(-c2ccccc2)c(O)c1C=NC12CN3CN(CN(C3)C1)C2	-3	-3	0.4	0	26	-3	-2	11	104	105	-4
O=[N+]([O-])/C(Cl)=C1\NCCN1Cc1ccc(Cl)nc1	-2	-5	0.0	0	13	-5	-6	11	100	98	-2
O=c1[nH]c(=O)n(-c2cccc3ccccc23)c(O)c1C=NCCCn1ccnc1	-2	-1	0.1	2	37	0	-9	17	100	105	-8
COc1ccc(OC)c(NP(=O)(Oc2ccc(Cl)cc2)Oc2ccc(Cl)cc2)c1	0	-6	1.2	-1	5	-1	1	13	106	107	0
COC(=O)OCC12CCC(O1)C1(C)C(=O)OCC21 (stereo unspecified)	-5	-2	0.5	4	9	-4	1	5	101	108	-1
O=C1C2CCN(CC2)C1Cc1ccc(OCCOc2ccccc2)cc1 (stereo unspecified)	2	-4	0.3	0	68	-3	-6	7	101	101	0
COc1ccc(CCC(C)NCCc2ccccc2)cc1 (stereo unspecified)	0	-7	0.5	1	17	-4	-12	7	105	104	-8
C=CCN1C(=O)CSc2ccc(C(=O)N3CCC4(CC3)OCCO4)cc21	0	-6	0.5	1	31	2	-9	14	96	97	-9
C=CCN1C(=O)NC(=O)/C(=C/c2ccc(OC)c(CSc3ccccn3)c2)C1=O	4	5	-0.7	-2	8	0	1	32	98	97	0
COP(=O)(OC)C1(Nc2ccc(C)cc2)CCCCC1	2	-9	-0.1	2	43	-1	-10	9	99	97	-10
O=C1NC(=O)N(c2ccccc2)C(=O)/C1=C/c1ccc2c(c1)Cc1ccccc1-2	0	0	-0.1	0	12	0	-2	4	95	90	-4
CCNc1nc(Cl)nc(NC(C)C)n1	-3	-5	-0.9	-4	10	-6	-1	5	98	100	-5
Cc1ccccc1C1=NCC(=O)N(CC(=O)NCc2ccco2)c2sc3c(c21)CCCC3	0	0	1.7	2	19	0	0	7	96	99	1
COc1ccc(C2SCC(=O)Nc3c2c(=O)[nH]n3C2CCCCC2)cc1 (stereo unspecified)	0	0	0.3	1	13	0	-2	13	86	88	-1
C=Cn1ccnc1P(=S)(c1ccccc1)c1nccn1C=C	-3	-2	0.4	1	16	-4	-9	12	101	103	-4
Cc1ccc(S(=O)(=O)NCCC(=O)Nc2ccc(Cl)cc2C(=O)c2ccccc2)cc1	-4	-8	2.1	10	10	-8	-7	5	96	93	-4
O=c1[nH]c(=O)n(CCc2ccccc2)c(O)c1C=NCCN1CCNCC1	-2	-7	0.1	-4	26	-7	-19	13	104	103	-11
O=C(O)c1c[nH]c2ccc(S(=O)(=O)N(CCCl)CCCl)cc12	4	-10	0.4	2	42	1	-9	6	109	103	-10
Cc1cc(OC(=O)c2cccs2)c2c3c(c(=O)oc2c1)CCCC3	-1	-8	0.9	10	13	-1	-15	12	100	98	-5
CCN(CC)C(=O)c1ccc(NC(=O)c2cc(-n3cnnc3)ccc2Cl)cc1	-3	-4	0.7	1	29	-8	0	15	98	99	-6
N#CC1=C(N)Oc2c(c(=O)sc3ccccc23)C1c1cccnc1 (stereo unspecified)	-9	-3	0.1	2	8	-11	0	38	102	100	-1
CCc1ccc(CN2CCCC(C(=O)c3sccc3C)C2)o1 (stereo unspecified)	1	-3	0.6	1	18	-1	-8	11	102	98	-4
CN1CC=C2C(C#N)=C(N)C(C#N)(C#N)C(c3ccncc3)C2C1 (stereo unspecified)	0	0	-0.1	7	32	-1	-3	7	90	92	-3
O=c1[nH]c(=S)n(CCC2=CCCCC2)c(O)c1C=NCCCn1ccnc1	0	-2	0.2	0	26	-6	-10	6	90	94	-4

Molecules listed so far with a carbonyl joined to an NH by a bond outside any ring (six):
SMILES	Bcl-W Bim block	Bim-Bcl-B	ABCB1 inh	ABCG2 inh	GSH fluor	Bim-Bcl-XL	Bfl-1 Bim block	Avidin fluor	RGS4-Gao reg	RGS7-Gao reg	Bcl-2 Bim block
CN1CCc2nc3sc(C(=O)NC4CC4)c(N)c3cc2C1	0	-3	0.4	6	18	-1	2	10	102	?	1
CC(=O)c1ccc(OC(NC(=O)c2ccco2)C(Cl)(Cl)Cl)cc1 (stereo unspecified)	-2	-1	-0.1	0	10	-2	0	38	95	96	0
Cc1nn(Cc2ccccc2Cl)c(C)c1C(=O)OCC(=O)NC1CCS(=O)(=O)C1 (stereo unspecified)	-7	-9	0.2	1	8	-12	-2	4	103	99	-5
Cc1ccccc1C1=NCC(=O)N(CC(=O)NCc2ccco2)c2sc3c(c21)CCCC3	0	0	1.7	2	19	0	0	7	96	99	1
Cc1ccc(S(=O)(=O)NCCC(=O)Nc2ccc(Cl)cc2C(=O)c2ccccc2)cc1	-4	-8	2.1	10	10	-8	-7	5	96	93	-4
CCN(CC)C(=O)c1ccc(NC(=O)c2cc(-n3cnnc3)ccc2Cl)cc1	-3	-4	0.7	1	29	-8	0	15	98	99	-6

(cont.)
SMILES	Bcl-W Bim block	Bim-Bcl-B	ABCB1 inh	ABCG2 inh	GSH fluor	Bim-Bcl-XL	Bfl-1 Bim block	Avidin fluor	RGS4-Gao reg	RGS7-Gao reg	Bcl-2 Bim block
CCOc1cc(C(=O)N2CCC3(CC2)OCCO3)cc(OCC)c1OCC	5	-6	0.3	0	52	4	-8	6	97	98	-7
O=C(CN1CCCC1=O)Nc1ccccc1	0	-7	1.2	5	26	-1	-13	11	103	106	-8
Cc1ccc(N2C(=O)/C(=C/c3ccc(CN(CCC#N)S(C)(=O)=O)o3)C(=O)NC2=S)cc1C	2	6	-0.4	-1	15	0	0	33	98	99	4
COC(=O)C(O)(c1c(C)[nH]n(-c2ccccc2)c1=O)C(F)(F)F (stereo unspecified)	-6	-1	0.0	0	26	-6	-4	9	101	102	-9
C[C@H]1CC[C@@H]2[C@@H](C)[C@H]3[C@H](C[C@H]4[C@@H]5CC=C6C[C@@H](O[C@@H]7O[C@H](CO)[C@H](O)[C@H](O[C@@H]8O[C@H](CO)[C@@H](O)[C@H](O)[C@H]8O)[C@H]7O[C@@H]7O[C@@H](C)[C@H](O)[C@@H](O)[C@H]7O)CC[C@]6(C)[C@H]5CC[C@]34C)N2C1	3	-1	0.2	0	16	-2	3	5	98	99	3

Shown with bars between the fields: part of the list above.
smiles | Bcl-W Bim block | Bim-Bcl-B | ABCB1 inh | ABCG2 inh | GSH fluor | Bim-Bcl-XL | Bfl-1 Bim block | Avidin fluor | RGS4-Gao reg | RGS7-Gao reg | Bcl-2 Bim block
C[C@H]1CC[C@@H]2[C@@H](C)[C@H]3[C@H](C[C@H]4[C@@H]5CC=C6C[C@@H](O[C@@H]7O[C@H](CO)[C@H](O)[C@H](O[C@@H]8O[C@H](CO)[C@@H](O)[C@H](O)[C@H]8O)[C@H]7O[C@@H]7O[C@@H](C)[C@H](O)[C@@H](O)[C@H]7O)CC[C@]6(C)[C@H]5CC[C@]34C)N2C1 | 3 | -1 | 0.2 | 0 | 16 | -2 | 3 | 5 | 98 | 99 | 3
O=C(CN1CCCC1=O)Nc1ccccc1 | 0 | -7 | 1.2 | 5 | 26 | -1 | -13 | 11 | 103 | 106 | -8
CCOc1cc(C(=O)N2CCC3(CC2)OCCO3)cc(OCC)c1OCC | 5 | -6 | 0.3 | 0 | 52 | 4 | -8 | 6 | 97 | 98 | -7

Screens as filed in PubChem BioAssay.

Only part of the results is shown, so the mix of outcomes need not match the whole.
